High-throughput results: PubChem, several laboratories
ABHD5-PLIN5 inh – ABHD5-PLIN5 interaction inhibitors, primary screen, cell lysate, split luciferase complementation, luminescence; Perilipin-5 (Homo sapiens) + 1-acylglycerol-3-phosphate O-acyltransferase ABHD5 (Homo …; Split G. princeps luciferase complementation, 4 h; inhibition, % at 4 µM; 0.78% of 360,000 active; AID 602281, 2012;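 active = inhibition above the mean inhibition across every tested compound plus 3 SD, cut at about 22% in these data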;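 note: 0% = DMSO only wells and the 100% control is not disclosed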
Target sequence (Q00G26 whole entry, looked up): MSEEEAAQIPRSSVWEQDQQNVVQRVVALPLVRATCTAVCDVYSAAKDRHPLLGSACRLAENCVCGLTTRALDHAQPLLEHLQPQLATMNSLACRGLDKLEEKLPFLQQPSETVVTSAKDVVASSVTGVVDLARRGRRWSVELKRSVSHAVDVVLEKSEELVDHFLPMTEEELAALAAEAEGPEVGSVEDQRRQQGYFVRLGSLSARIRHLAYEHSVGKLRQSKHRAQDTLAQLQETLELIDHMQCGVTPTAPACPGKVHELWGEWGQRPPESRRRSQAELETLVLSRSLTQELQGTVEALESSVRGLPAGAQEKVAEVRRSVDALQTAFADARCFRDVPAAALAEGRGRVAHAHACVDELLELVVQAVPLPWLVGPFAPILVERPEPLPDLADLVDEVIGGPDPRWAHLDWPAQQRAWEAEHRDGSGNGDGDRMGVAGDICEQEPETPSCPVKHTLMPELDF
Target sequence (Q8WTS1 whole entry, looked up): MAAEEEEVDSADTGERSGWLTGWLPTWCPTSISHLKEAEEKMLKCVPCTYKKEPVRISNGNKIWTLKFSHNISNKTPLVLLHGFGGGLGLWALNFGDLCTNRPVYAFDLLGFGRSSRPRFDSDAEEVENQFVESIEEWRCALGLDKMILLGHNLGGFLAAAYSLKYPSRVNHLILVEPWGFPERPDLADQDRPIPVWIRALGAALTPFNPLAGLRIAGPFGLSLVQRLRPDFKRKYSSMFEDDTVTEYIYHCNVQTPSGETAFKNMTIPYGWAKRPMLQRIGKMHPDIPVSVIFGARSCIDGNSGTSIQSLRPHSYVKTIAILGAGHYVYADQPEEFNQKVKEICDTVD
iPSC survival up – enhancers of single-cell hiPSC survival, primary screen, ATPlite luminescence | 100% = ROCK inhibitor wells, 0% = DMSO | survival enhancement, % at 20 µM | 0.044% of 360,000 active | AID 602274, 2012; in the data active = survival enhancement above about 18%;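 note: cells exposed to compounds for 16 hours before the ATP read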
MC4R antagonist – MC4R antagonists of cAMP signaling, primary screen, cell-based, TR-FRET, antagonist arm of biased-ligand search; MC4R-expressing cells, MTII-stimulated cAMP, LANCE TR-FRET; Melanocortin receptor 4 (Homo sapiens), P32245; AID 540295, 2011; inhibition, % at 6.5 µM; 0.48% of 360,000 active;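 active = inhibition above its plate's cutoff, the mean of tested wells on that plate plus 3 SD, cut at about 29% in these data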;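 note: 0% = Melanotan II alone and 100% = Melanotan II plus saturating MCL0020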
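Assay system: U2OS cells stably expressing human melanocortin 4 receptor (MC4R) / Dosing: 6.5 µM / Timing: compound 30 min, challenge 1 h, detection 1 h / Measured by: Eu-cAMP/anti-cAMP TR-FRET, emission 671 nm / Replicates: singlicate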
H9c2 protect – cardioprotection against H2O2-induced cell death, primary screen, uHTS, H9c2 cells, ATPLite luminescence. H9c2 cardiomyocytes, H2O2 injury protection, 2 h. protection from H2O2 cell death, % at 20 µM. 0.63% of 360,000 active. AID 588492, 2011;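 active = compounds giving at least 50% protection of heart cells from peroxide-induced death in the single-dose screen, raw or plate-pattern-corrected value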;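 note: 0% = DMSO wells with peroxide and 100% = DMSO wells without peroxide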
MC4R ag barr – MC4R agonists recruiting beta-arrestin, primary screen, cell-based, luminescence, agonist arm of biased-ligand search | Melanocortin receptor 4 (Homo sapiens), P32245 | activation, % at 8.9 µM | 0.98% of 360,000 active | U2OS MC4R beta-arrestin complementation; percent of melanotan II response, DMSO zero;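 active = activation above a per-plate cutoff, the mean activation of sample wells on that plate plus 3 SD, cut at about 8% in these data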
ABCB6 inh 2 – ABCB6 transporter inhibitors, primary screen, K562-ABCB6 cells, flow cytometry, MLPCN library | K562-ABCB6 porphyrin accumulation, 1 h; hits give low values | fluorescence ratio to DMSO, % at 10 µM | 0.19% of 360,000 active | AID 602162, 2011;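 active = fluorescence ratio to DMSO below 75%, the collection mean minus 3 SD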;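 note: signal is porphyrin accumulated inside mitochondria; 100% equals median channel fluorescence of DMSO control wells; lower ratio means ABCB6 inhibition with less porphyrin fluorescence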
aDG glyco up – activators of alpha-DG glycosylation, primary screen, uHTS, Pro5-aDG cells, AlphaScreen; alpha-DG glycosylation AlphaScreen (IIH6); 0% Pro5, 100% B10-LARGE cell signal; activation, % at 10 µM; 0.22% of 360,000 active; AID 624168, 2012;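 active = activation of at least 8% versus controls, or a plate z-score of at least 8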;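 note: Pro5 are CHO cells carrying HIG-tagged alpha-DG that lacks glycosylation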
HTR2A ag – mouse Htr2a agonists via beta-arrestin recruitment, primary screen, cell-based, luminescence; CHO-K1 mHTR2A beta-arrestin complementation; percent of 30 µM serotonin response; 5-hydroxytryptamine receptor 2A (Mus musculus), P35363; 0.66% of 360,000 active; activation, % at 7.6 µM;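 active = activation above a run cutoff, the mean activation of all tested compounds plus 3 SD, cut at about 14% in these data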;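 note: 0% = plate median of compound wells and 100% = 30 µM serotonin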
Glyco luc inh – increase of ERlucT glycosylation luciferase signal, primary screen, N-linked glycosylation inhibitor project, D54 ERlucT cells, luminescence, set 2. D54 ERlucT glycosylation luciferase reporter, 24 h; percent of 100 nM tunicamycin response. reporter increase, % at 12.5 µM. 0.23% of 360,000 active. AID 588692, 2011;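 active = mean luciferase reporter signal, scaled so untreated is 0 and the glycosylation-blocking control 100, at or above a set limit in every replicate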;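 note: luciferase carries N-glycosylation sites so blocking glycosylation raises the light; 0% = median of neutral control wells and 100% = median of 100 nM tunicamycin wells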
Exocytosis inh – LAMP-1 surface exposure blockers, TALL-104 cells – cell-based, flow cytometry, MLPCN library, primary screen; inhibition, % at 10 µM; 0.66% of 360,000 active; TALL-104 LAMP-1 surface exposure; cells stimulated with thapsigargin and PMA;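 active = inhibition above about 55%, limit read from the data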
* hit, by the source's call; · = not tested or not shown; & = joins results of further samples.

SMILES | ABHD5-PLIN5 inh | iPSC survival up | MC4R antagonist | H9c2 protect | MC4R ag barr | ABCB6 inh 2 | aDG glyco up | HTR2A ag | Glyco luc inh | Exocytosis inh
CN(C)c1ccc(/C=[N+](\[O-])C2N(c3ccccc3)C(=S)SC2(C)C)cc1 (stereo not drawn) | -7 | 5.4 | 17 | 5 | 3.2 | 103 | 0.0 | 1 | 3 | 1
COc1ccccc1OCCNC(=O)CCNC(=O)c1ccccc1OC | 1 | 0.1 | 10 | -3 | -4.8 | 95 | -0.1 | 1 | -1 | 1
CCc1ccc(Nc2cc(=O)n(C3CCCCC3)c(=O)[nH]2)cc1 | -28 | -2.2 | -4 | -26 | -0.2 | 91 | 6.9* | -3 | 0 | 0
Cc1c(Nc2nc3ccccc3nc2NS(=O)(=O)c2cccs2)c(=O)n(-c2ccccc2)n1C | 6 | 1.9 | -5 | -2 | -2.3 | 100 | -0.4 | 0 | -1 | -2
CC1CCN(CCNC(=O)CN(C)S(=O)(=O)c2cccc3nsnc23)CC1 | 3 | -0.9 | -3 | 5 | -0.6 | 103 | 0.0 | -1 | -1 | 5
Cn1c2ccccc2c(=O)c2ccc(-c3ccc4c(c3)OCO4)cc21 | -5 | -3.4 | -3 | 12 | 4.2 | 99 | 0.3 | 0 | 0 | -4
COc1ccc(NC(=O)c2ccc(Cc3ccc(C)cc3)o2)cc1 | -3 | 2.3 | -2 | -6 | -1.0 | 92 | 0.2 | 4 | -2 | -3
Cn1c(SCC(=O)Nc2cccnc2Cl)nc2ccccc21 | 0 | -0.1 | -1 | 18 | -1.5 | 98 | 0.2 | 6 | -1 | -1
CC(C)(C)NC(=O)C1CCCN(S(=O)(=O)c2cccc3cccnc23)C1 (stereo not drawn) | 0 | 0.4 | 5 | 7 | -0.1 | 99 | 0.3 | -2 | 0 | 1
N#CCCN(C1CCCCC1)S(=O)(=O)c1cccc2nsnc12 | 0 | 2.3 | -2 | -5 | -1.6 | 98 | -0.1 | 2 | -1 | 1
CC(c1nc2ccccc2c(=O)[nH]1)N(C)c1ccc2ccccc2c1 (stereo not drawn) | -3 | -0.5 | 10 | -6 | 0.1 | 98 | 0.2 | -3 | 8 | -1
Cc1ccc(-c2nn(-c3cccc(F)c3)cc2CNCc2cccnc2)o1 | 8 | -0.7 | 6 | 36 | 1.1 | 111 | 0.0 | 2 | 1 | -6
CCCNc1cc(C)c(C#N)c2nc3ccccc3n12 | -2 | 2.4 | 1 | 2 | -2.4 | 109 | -0.1 | -2 | 0 | -1
Cc1cc(Br)ccc1NC(=O)CN(C)C(=O)Cn1c(=O)cnc2ccccc21 | 2 | -0.1 | -2 | 2 | -3.4 | 99 | 0.1 | 2 | 3 | -4
Cc1cccc(NC(=O)CCCNC(=O)c2ccc(Cl)cc2)n1 | 1 | 0.8 | 7 | 3 | -3.2 | 99 | 0.1 | 2 | 0 | -3
Cc1ccc(C)c2[nH]c(=O)c(CN(Cc3cccs3)C(=S)NCc3ccco3)cc12 | -4 | -1.7 | 4 | 2 | 0.4 | 163 | -0.2 | -1 | 2 | 0
COc1ccccc1/C=C/CN1CCC(CO)(Cc2ccccc2)CC1 | 7 | -1.1 | -4 | -7 | 0.2 | 97 | 0.3 | 6 | 0 | -7
C=CCC1(C(=O)N(C)Cc2ccccc2)CCN(C(=O)OC(C)(C)C)CC1 | -13 | -1.6 | 3 | -16 | -0.3 | 92 | 0.3 | -1 | -1 | -6
CN1CCN(C(=O)CNC(=O)Cc2ccc(Cl)cc2)CC1 | -6 | 0.2 | 2 | 6 | 1.2 | 98 | 0.0 | 1 | 2 | -5
COc1cc(C(=O)OC(C)C(=O)NC2CCCCC2C)c([N+](=O)[O-])cc1OC (stereo not drawn) | 9 | 0.3 | 5 | 1 | 3.4 | 94 | -0.3 | -3 | 4 | 9

Reprinted from the part before: two entries; new compounds follow.
SMILES | ABHD5-PLIN5 inh | iPSC survival up | MC4R antagonist | H9c2 protect | MC4R ag barr | ABCB6 inh 2 | aDG glyco up | HTR2A ag | Glyco luc inh | Exocytosis inh
CN1CCN(C(=O)CNC(=O)Cc2ccc(Cl)cc2)CC1 | -6 | 0.2 | 2 | 6 | 1.2 | 98 | 0.0 | 1 | 2 | -5
COc1cc(C(=O)OC(C)C(=O)NC2CCCCC2C)c([N+](=O)[O-])cc1OC (stereo not drawn) | 9 | 0.3 | 5 | 1 | 3.4 | 94 | -0.3 | -3 | 4 | 9
CC(=O)Nc1ccc(S(=O)(=O)Oc2ccc(N3C(=O)C4CCCCC4C3=O)cc2)cc1 (stereo not drawn) | 3 | 2.2 | 14 | -17 | -1.1 | 99 | 0.4 | 3 | -1 | 4
CCOc1ccc(CNCc2ccccc2Cl)cc1 | -2 | 1.0 | 17 | -9 | 0.4 | 101 | 0.7 | 2 | -1 | -2
Cc1cccc(CCNC(=O)C2CCN(S(=O)(=O)c3ccccc3)CC2)c1 | -5 | -0.3 | 8 | -3 | -1.6 | 100 | -0.2 | -3 | -1 | -1
CCc1nc2c(OCCc3cccc(OC)c3)cccn2c1N(C=O)Cc1ccc(OC)cc1 | 10 | -0.1 | -3 | -3 | 1.0 | 96 | -0.1 | 4 | -3 | -2
Cc1cc(NC(=O)CSc2nnc3c4c(C)c(C)sc4ncn23)no1 | 7 | -1.0 | -33 | -9 | 0.1 | 93 | 0.1 | 12 | 8 | -7
COC(=O)c1cc(C(=O)N(Cc2ccccc2)c2ccccn2)cc([N+](=O)[O-])c1 | -3 | 2.7 | -6 | 0 | 2.0 | 103 | 0.0 | 3 | -5 | 1
CC(=O)Nc1cccc(NC(=O)c2cccc(S(=O)(=O)N3CCN(Cc4ccccc4)CC3)c2)c1 | 14 | 1.1 | 3 | -2 | -2.3 | 101 | -0.3 | -5 | -2 | 2
Cc1cccc(/C=C2\Oc3cc(OS(C)(=O)=O)ccc3C2=O)c1 | 7 | -1.0 | 6 | -2 | -0.1 | 92 | 0.4 | 4 | 1 | 0
COc1ccccc1OCc1ccc(C(=O)NCC(C)C)o1 | 1 | 4.1 | -5 | 2 | 2.4 | 98 | 0.4 | 0 | 3 | 15
O=C(O)c1ccc(CNC(=O)c2ccc(C(F)(F)F)cc2)cc1 | -4 | -1.6 | 17 | -3 | -0.7 | 95 | 0.4 | 6 | 1 | 8
CCOC(=O)C1CCN(C(=O)c2cc(S(=O)(=O)N3CCOCC3)ccc2C)CC1 | 4 | -1.7 | 14 | 2 | -1.3 | 101 | -0.2 | 3 | 5 | -3
O=C1NCCCC1C(=O)Nc1ccccn1 (stereo not drawn) | 2 | 2.5 | 7 | 6 | 0.7 | 109 | -0.3 | 5 | 0 | -1
COc1ccc(CNC(=O)C2CCCN(S(=O)(=O)c3ccc(-n4cnnn4)cc3)C2)cc1 (stereo not drawn) | -5 | 0.2 | 10 | -2 | -0.8 | 97 | 0.1 | -1 | -4 | 27
COc1ccc(/C=N/N2CCN(c3ccncc3S(=O)(=O)N3CCCCC3)CC2)cc1 | 0 | -3.4 | 14 | -1 | -1.0 | 99 | 0.0 | 0 | 2 | 0
CC(C)(C)NC(=O)c1ccc2nccnc2c1 | -6 | -3.4 | 3 | 4 | -0.5 | 94 | -0.1 | 1 | 3 | 4
CC(C)(C)c1nnc(NC(=O)COc2ccc3c(c2)OCO3)s1 | -4 | 1.2 | 5 | -5 | 0.3 | 108 | -0.3 | 3 | -1 | 2
CCC1Nc2ncnc(N3CCCCC3)c2N(Cc2ccc(OC)cc2)C1=O (stereo not drawn) | -7&-6 | 4.4&0.4 | 4 | -3&5 | -3.5 | 99&100 | -0.3&-0.1 | -7&-4 | 3&2 | -1&-2
Cc1ccc(C(=O)N2CCC(Cc3ccccc3)CC2)cc1[N+](=O)[O-] | -1 | -0.7 | 7 | -9 | 0.7 | 99 | -0.2 | 1 | -6 | 1
O=C(NCCCN1CCOCC1)c1cnccn1 | -4 | -0.6 | 3 | 7 | -1.1 | 100 | 0.1 | 3 | 3 | -5
CC(=O)NC(CCS(C)(=O)=O)C(=O)Nc1nc(C)cs1 (stereo not drawn) | 5 | -1.9 | -7 | -2 | -1.4 | 91 | -0.1 | -3 | 2 | 2
CCN(CC)S(=O)(=O)c1cccc(C(=O)Nc2nnc(C)s2)c1 | 7 | -1.2 | 14 | 7 | -1.9 | 94 | -0.3 | 0 | 0 | 0
CCN1CCN(CCNC(=O)c2ccc(CS(=O)(=O)c3ccccc3C)o2)CC1 | -3 | -1.0 | 0 | 5 | -2.9 | 98 | -0.1 | 0 | -1 | 6
Cc1c(C(=O)OCC(=O)N2CC(C)CC(C)C2)oc2ccccc12 (stereo not drawn) | 0 | -0.6 | 8 | -2 | -1.8 | 95 | -0.1 | -1 | 0 | 2
Cn1c(=O)c2[nH]c(NN=Cc3ccc(Br)cc3)nc2n(C)c1=O | 6 | 5.6 | 13 | 58* | -1.5 | 95 | -0.6 | 2 | 5 | 26
Cc1ccccc1CN1CCC(n2nccc2NC(=O)CCCc2ccccc2)CC1 | -1 | 0.4 | 1 | -4 | -1.8 | 89 | 0.0 | -7 | -2 | 4
O=C(Nc1ccc(NC(=O)C23CC4CC(CC(C4)C2)C3)cn1)c1ccco1 | -1 | -1.6 | 6 | -9 | -0.9 | 99 | 0.6 | -5 | -7 | 1
O=C(COc1ccc(Cl)cc1)NCc1nnc(SCC(=O)c2ccccc2)o1 | -1 | 2.3 | 11 | -7 | -1.3 | 98 | -0.1 | -2 | -1 | -3
CN1CCN(C(=S)SCC(=O)N2CCCc3ccccc32)CC1 | 2 | 0.7 | -1 | -2 | -0.2 | 98 | -0.1 | -10 | · | -6
Cc1ccccc1CNC(=O)C1CCCN(c2nnc(C)c3c(C)n(-c4ccccc4)nc23)C1 (stereo not drawn) | 0 | 0.1 | 9 | -16 | 6.1 | 93 | 1.5 | -1 | -11 | 74*
O=C(CNS(=O)(=O)c1ccc(Cl)cc1)NNC(=O)c1cccnc1 | 0 | 0.4 | -4 | -5 | -0.9 | 99 | -0.2 | -1 | 1 | -3
CCC(=O)Nc1cc(C(=O)OCc2ccc(C(=O)Oc3ccccc3)cc2)ccc1C | -8 | -0.2 | 6 | 1 | -2.3 | 99 | -0.2 | -2 | 0 | -1
Cc1ccc(-n2ccnc(SCC(=O)NC3CCCCC3)c2=O)cc1F | -38 | 1.0 | 7 | -5 | -1.3 | 98 | 0.1 | -5 | -1 | 38
CCN1CCCC1CNc1ncnc2c1[nH]c1ccc(Cl)cc12 (stereo not drawn) | 11 | 0.7 | 5 | -11 | 0.7 | 105 | 0.5 | -9 | -4 | -2
COc1cccc(NC(=O)CSc2ncnc3c2oc2ccccc23)c1 | 0 | 0.7 | 0 | -30 | 4.0 | 99 | 0.1 | -3 | 2 | 3
